SENP8 block: blocks human SENP8 cleavage of Nedd8 substrate; Q96LD8; recombinant SENP8, Nedd8 substrate fluorescence; inhibition, % at 20 µM; 0.64% of 360,000 active; AID 602440; in the data active = inhibition mostly above about 40%, no sharp cut-off; inactive = mostly below about 27%
Target sequence (Q96LD8 whole entry, looked up): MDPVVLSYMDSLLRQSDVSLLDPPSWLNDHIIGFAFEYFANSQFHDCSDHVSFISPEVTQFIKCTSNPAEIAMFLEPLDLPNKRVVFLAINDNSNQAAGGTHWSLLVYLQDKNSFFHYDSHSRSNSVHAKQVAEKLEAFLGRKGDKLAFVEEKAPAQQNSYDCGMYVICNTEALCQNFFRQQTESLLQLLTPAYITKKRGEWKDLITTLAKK
SENP6 block: inhibitors of human SENP6 protease | Q9GZR1 | Recombinant SENP6 catalytic domain, aminoluciferin luminescence | inhibition, % at 10 µM | 1.8% of 330,000 active;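 active = inhibition above about 50% at the single tested dose, limit read from the data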;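 note: plate controls were DMSO wells with enzyme for no effect and DMSO wells lacking enzyme for full effect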
Target sequence (Q9GZR1 628-1112 limits assumed): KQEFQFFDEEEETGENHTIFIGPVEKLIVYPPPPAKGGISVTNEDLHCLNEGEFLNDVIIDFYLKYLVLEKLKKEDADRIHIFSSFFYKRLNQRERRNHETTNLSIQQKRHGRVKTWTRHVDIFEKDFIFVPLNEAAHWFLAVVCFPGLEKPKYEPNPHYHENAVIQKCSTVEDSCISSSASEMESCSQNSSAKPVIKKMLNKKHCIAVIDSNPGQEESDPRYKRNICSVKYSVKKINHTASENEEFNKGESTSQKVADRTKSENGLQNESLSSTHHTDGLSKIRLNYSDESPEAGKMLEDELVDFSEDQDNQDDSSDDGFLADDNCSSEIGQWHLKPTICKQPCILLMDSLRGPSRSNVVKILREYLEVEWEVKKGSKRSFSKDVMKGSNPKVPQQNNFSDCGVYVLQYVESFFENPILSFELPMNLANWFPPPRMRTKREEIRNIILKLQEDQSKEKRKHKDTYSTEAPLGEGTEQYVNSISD
MPTP block: permeability transition pore inhibition; AID 602449; 1.4% of 360,000 active; inhibition, % at 10 µM; isolated mouse mitochondria, Ca2+ swelling absorbance, 30 min;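 active = inhibition of 50% or more, scaled per plate between neutral and stimulator controls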;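 note: 0% = DMSO wells given calcium and 100% = 1 mM EGTA wells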
hIAP act: increases human intestinal alkaline phosphatase activity | activation factor at 10 µM | purified human IAP, CDP-Star luminescence, 30 min; stronger effect = higher value; 1 = vehicle-only enzyme, 0 = enzyme-free background | P09923 | 0.16% of 330,000 active;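 active = activation factor of the enzyme at least 2-fold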; note: the source names both 10 and 20 µM as test concentration; values of inactives mirror those of a sister screen read the other way
ATG4B inhibitor: inhibitors of human ATG4B cysteine protease | ATG4B cleavage of LC3-PLA2, NBD-HPC fluorescence, 1 h | 0.51% of 340,000 active | Q9Y4P1 | inhibition, % at 8.33 µM; in the data active = inhibition above about 40%
SENP1 inh: blocks the human SENP1 SUMO protease catalytic domain. recombinant SENP1 catalytic domain, CyPet-SUMO1-YPet FRET cleavage. inhibition, % at 10 µM. 0.21% of 360,000 active. AID 624204;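 active = inhibition at least 30% at 10 µM, raw YFP signal under a set limit, fluorescence ratio 0.5 to 1.5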;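 note: 0% = enzyme with DMSO and 100% = no enzyme wells; some results filed as inactive read as strong as hits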
Target sequence (Q9P0U3 419-644 limits assumed): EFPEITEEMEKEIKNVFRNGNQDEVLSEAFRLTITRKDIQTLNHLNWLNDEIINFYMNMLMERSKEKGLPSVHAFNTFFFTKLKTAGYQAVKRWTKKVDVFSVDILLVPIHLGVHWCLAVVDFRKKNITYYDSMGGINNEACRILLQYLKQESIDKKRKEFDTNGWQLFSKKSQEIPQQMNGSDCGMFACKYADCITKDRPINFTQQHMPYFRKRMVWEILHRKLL
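System: Recombinant human SENP1 catalytic domain, His6-tagged | Incubation: Enzyme reaction for 50 min at room temperature, dark | Medium: Tris pH 8 with BME, BSA, NP40 and catalase | Also added: 25 nM SUMO1 FRET substrate | Compound: 10 µM single point, 0.5% DMSO | Measured by: FRET fluorescence in CFP and YFP emission channels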
NR3A LBD binder: NR3A (human) ligand-binding domain modulation. AID 1259313. 2.5% of 340,000 active. Tm shift relative to glycine control, % at 25 µM. NR3A LBD differential scanning fluorimetry, Tm shift; 0% = protein alone, 100% = glycine-bound protein;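 active = melting temperature shift of at least 10% of the positive control shift, at one fixed dose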
PfG6PD inh: PfG6PD (Plasmodium falciparum) enzyme inhibition. PfGluPho enzyme, NADPH resazurin-diaphorase fluorescence. inhibition, % at 20 µM. 0.78% of 350,000 active;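 active = inhibition reaching at least a set limit at 20 µM in the primary screen, cut at about 59% in these data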;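 note: 0% = DMSO wells with substrate and 100% = DMSO wells lacking glucose-6-phosphate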
Active calls of the source: *; x = not tested or not shown.

smiles	SENP8 block	SENP6 block	MPTP block	hIAP act	ATG4B inhibitor	SENP1 inh	NR3A LBD binder	PfG6PD inh
CCOc1cc(C2C3=C(CCCC3=O)N(CCC(=O)O)C3=C2C(=O)CCC3)ccc1OS(=O)(=O)c1ccc(C)cc1	-283	4	0.8	1.1	2	-28	0	13
CCOc1ccc(S(=O)(=O)N(C)CC(=O)NCc2ccccn2)cc1Cl	6	21	-0.2	0.84	-8	0	0	7
CS(=O)(=O)NCc1nnc(SCC(=O)NC2CCCCC2)n1-c1ccc(F)cc1	14	-14	3.5	1.2	4	2	6	-10
Cc1ccc(C)c(N2CCN(C(=O)c3cc4ccccn4n3)CC2)c1	-5	2	-1.8	0.87	-2	5	-3	10
Cc1ccc(C)c(NC(=O)CSc2nc3[nH]ncc3c(=O)[nH]2)c1	0	8	-0.8	0.89	-2	-1	1	-3
CCN(c1ccccc1)S(=O)(=O)c1ccc(Cl)c(NC(=O)CN2CCCCCC2)c1	8	-12	3.9	1.2	7	3	0	10
CCC(NC(=O)c1oc2ccccc2c1COC)c1ccc(OC)cc1 (configuration not stated)	4	-14	-0.2	0.95	5	-2	0	5
O=C(CN(Cc1ccccc1)S(=O)(=O)c1ccccc1)NC1CC1	6	-6	-1.6	1	0	-5	3	-5
CCC1CCCCN1S(=O)(=O)c1ccc2c(c1)CCN2C(=O)C1CCC1 (configuration not stated)	14	0	0.1	1.2	-6	-1	0	5
COc1ccc(S(=O)(=O)NCc2ccccn2)cc1C	12	x	1.0	x	x	2	x	-3
CC(=O)c1ccc(N2CCN(C(=O)C3CCCN(c4ncnc5c4nc4n5CCCCC4)C3)CC2)cc1 (configuration not stated)	-217	-1	1.6	1.1	2	2	-6	15
c1ccc(-c2nnc(N3CCOCC3)c3ccccc23)cc1	2	0	-1.4	0.92	-2	1	1	1

Sorted by value in ATG4B inhibitor (rising): three of the compounds above
molecule	SENP6 block	MPTP block	hIAP act	ATG4B inhibitor	SENP1 inh	NR3A LBD binder	PfG6PD inh
CCOc1ccc(S(=O)(=O)N(C)CC(=O)NCc2ccccn2)cc1Cl	21	-0.2	0.84	-8	0	0	7
c1ccc(-c2nnc(N3CCOCC3)c3ccccc23)cc1	0	-1.4	0.92	-2	1	1	1
CCC(NC(=O)c1oc2ccccc2c1COC)c1ccc(OC)cc1 (configuration not stated)	-14	-0.2	0.95	5	-2	0	5

(further entries)
smiles	SENP8 block	SENP6 block	MPTP block	hIAP act	ATG4B inhibitor	SENP1 inh	NR3A LBD binder	PfG6PD inh
Cc1ccccc1Sc1ncccc1[N+](=O)[O-]	32	-14	-0.5	0.96	-2	-1	0	-20
O=C(c1ccc(S(=O)(=O)c2cccc(Cl)c2)c([N+](=O)[O-])c1)N1CCN(c2ccccn2)CC1	3	3	8.2	0.88	-15	1	-3	16
CCS(=O)(=O)N1Cc2ccccc2CC1C(=O)Nc1cc(S(C)(=O)=O)ccc1Cl (configuration not stated)	-5	-15	-0.3	1.2	-6	-8	-2	14
O/N=C(/c1ccc(Cl)cc1)C1CC1c1ccccc1 (configuration not stated)	24	-9	0.2	0.84	6	-1	-4	4
O=C(COC(=O)/C=C/c1ccc(F)cc1)NCc1ccc2c(c1)OCO2	-1	-17	-0.9	1	10	2	1	-2
CN(Cc1ccccc1)C(=O)Cn1cccc1C(=O)c1ccccc1	13	-6	0.0	1.4	4	1	-4	-6
O=C(O)CCCCCNC(=O)/C=C/c1ccco1	4	-16	-1.8	1.1	1	0	1	-23
Cc1cccc(OCc2nc(-c3nonc3N)no2)c1C	1	6	2.3	0.94	-7	0	-3	0
CCn1cc(CNC(=O)c2cc(COc3ccc(F)cc3F)on2)cn1	9	-37	3.2	0.93	19	4	0	-9
O=[N+]([O-])c1ccc(-c2nc(Cl)c3c(n2)CCCC3)o1	30	x	0.4	x	x	2	x	-16
COC(=O)c1[nH]c(C)c(/C(O)=C2\C(=O)C(=O)N(CCN3CCOCC3)C2c2ccccc2OC)c1C (configuration not stated)	31	4	3.3	1	-7	-1	-2	-11
Cc1cccc(NC(=O)c2cccc(N3C(=O)C4CCC(C)CC4C3=O)c2)c1C (configuration not stated)	24	-26	0.8	1	6	0	2	-8

(cont.)
Key to letters: A = SENP8 block; B = SENP6 block; C = MPTP block; D = hIAP act; E = ATG4B inhibitor; F = SENP1 inh; G = NR3A LBD binder; H = PfG6PD inh
CC(C)Cn1c(N)c(C(=O)COC(=O)c2ccc(O)cc2O)c(=O)n(C)c1=O
  A = 24; B = -5; C = -0.8; D = 1.2; E = -11; F = 2; G = -1; H = 6
Cc1ccsc1/C=N/NC(=O)CNC(=O)c1ccccc1
  A = -12; B = 14; C = -1.2; D = 0.83; E = 3; F = 1; G = 5; H = -23
CC(C)(OC(=O)c1ccc(F)cc1)c1cc2ccccc2c(=O)o1
  A = -2; B = 6; C = 0.2; D = 1.1; E = 2; F = 1; G = 2; H = 18
CCc1cccc(NC(=O)Cc2cn(C)c3ccccc23)c1
  A = 2; B = 16; C = 2.2; D = 1.1; E = -20; F = -1; G = -8; H = 9
COc1cc(/C=C/C(=O)O)cc(S(=O)(=O)NCc2ccc3c(c2)OCO3)c1OC
  A = 7; B = -6; C = -1.0; D = 0.93; E = -6; F = -1; G = 0; H = 0
Cc1ccc2nc(SCC(=O)Nc3cccc4ccccc34)nc(=O)n2c1
  A = -3; B = -18; C = -0.2; D = 0.86; E = -5; F = 2; G = 2; H = -4
CCOc1ccc(Oc2ccc(NC(=O)[C@@H](NC(N)=O)[C@@H](C)CC)cc2)cc1
  A = 18; B = -5; C = 0.8; D = 1.1; E = -6; F = 1; G = -1; H = 12
COc1cc(OC)c(N2CC(C(=O)Nc3cccc(C(=O)NC4CC4)c3)CC2=O)cc1Cl (configuration not stated)
  A = 7; B = -10; C = -0.9; D = 1.1; E = -3; F = 0; G = 2; H = -18
Cc1ccc(C)c2nc(SCC(=O)Nc3ccc4c(c3)OCO4)c(C#N)cc12
  A = 23; B = -17; C = 1.2; D = 1; E = -6; F = 2; G = 1; H = 12
CCC(C)(C)NC(=O)C(c1ccc(OC)cc1)N(C(=O)CCC(=O)Nc1cc(C)on1)c1ccc2c(c1)OCCO2 (configuration not stated)
  A = 2; B = 7; C = 0.9; D = 0.92; E = -5; F = 1; G = -1; H = 13

Remaining list, next part.
Key to letters: A = SENP8 block; B = SENP6 block; C = MPTP block; D = hIAP act; E = ATG4B inhibitor; F = SENP1 inh; G = NR3A LBD binder; H = PfG6PD inh
CCCCC(=O)Nc1ccc(S(=O)(=O)Nc2nccc(C)n2)cc1
  A = 10; B = 0; C = 0.1; D = 1; E = -4; F = 1; G = 0; H = -2
CCc1ccc(C(=O)/C=C/NCc2ccc(F)cc2)cc1
  A = -5; B = 9; C = 1.9; D = 0.77; E = 38; F = -45; G = -2; H = 24
CCc1ccccc1NC(=O)CSc1ncn[nH]1
  A = 3; B = -30; C = -0.1; D = 0.98; E = -6; F = 0; G = 0; H = -7
CCOC(=O)N1CCN(C(=O)COc2cccc3c2CCN(Cc2cccc(C)c2)C3=O)CC1
  A = 15; B = -21; C = -0.6; D = 1; E = 24; F = -1; G = 0; H = -14
COc1ccc(S(=O)(=O)Nc2ccc(F)c(Cl)c2)cc1OC
  A = 11; B = -17; C = -15; D = 0.91; E = -5; F = 1; G = 0; H = -17
Cc1cccc(OC(=O)c2cccnc2)c1C
  A = 10; B = 6; C = -1.3; D = 0.98; E = -2; F = 1; G = 2; H = 2
COc1ccc(NC(=S)N(C)CC2COc3ccccc3O2)cc1 (configuration not stated)
  A = 6; B = -35; C = 0.4; D = 0.88; E = -4; F = 0; G = 1; H = -2
COc1ccc(CCC(=O)Nc2cc(S(=O)(=O)N3CCCCC3)ccc2N(C)C)cc1
  A = 3; B = 0; C = -1.9; D = 0.97; E = -9; F = -4; G = 2; H = 9
O=C(/C=C/c1ccccc1)Nc1ccc(CN2CCOCC2)cc1
  A = 19; B = -12; C = 1.3; D = 1.2; E = -13; F = 2; G = 6; H = 1
CO/N=C\c1cc(C(=O)c2ccc(Cl)cc2Cl)cn1C
  A = 7; B = -5; C = 0.4; D = 0.93; E = 7; F = 1; G = 5; H = 16

New compounds follow:
Key to letters: A = SENP8 block; B = SENP6 block; C = MPTP block; D = hIAP act; E = ATG4B inhibitor; F = SENP1 inh; G = NR3A LBD binder; H = PfG6PD inh
CCOc1ccc(C(C(=O)NC2CCCC2)N(C(=O)CNC(=O)c2ccco2)c2cccnc2)cc1 (configuration not stated)
  A = 1; B = 4; C = -1.3; D = 1; E = 1; F = 1; G = -2; H = -17
O=C(COC(=O)c1n[nH]c2ccccc12)NCCc1ccc(Cl)cc1
  A = 2; B = -10; C = 3.3; D = 1.2; E = -12; F = -2; G = -2; H = 18
Cc1ccc(C(=O)O/N=C(/c2nonc2N)N(C)C)cc1
  A = 29; B = 4; C = 0.2; D = 1.1; E = -10; F = 1; G = 3; H = 4
CSc1ccc(CNCC2CCCO2)cc1 (configuration not stated)
  A = 18; B = -8; C = 0.2; D = 0.98; E = 9; F = -1; G = -1; H = -7
Cc1ccsc1/C=N/NC(=O)c1ccc2c(c1)OCCO2
  A = 7; B = 79*; C = 5.5; D = 0.86; E = -3; F = 0; G = 1; H = 16
Fc1cc(Br)ccc1NC(=S)Nc1cccnc1
  A = 2; B = 5; C = 13; D = 1; E = -34; F = 2; G = -2; H = 8
CCN(Cc1ccc(C#CCCO)cc1)CC1CCCN(CCc2cccc(OC)c2)C1 (configuration not stated)
  A = 27; B = -9; C = 3.1; D = 0.92; E = -5; F = 0; G = 1; H = -11
O=C(NCc1ccco1)c1nnc(Cc2ccc(Cl)cc2)o1
  A = 15; B = -12; C = 0.0; D = 0.94; E = -10; F = 2; G = 0; H = 4
C/C(CC(=O)Nc1ccc(C)c(Cl)c1)=N\NC(=O)c1cccc(O)c1
  A = -3; B = -8; C = 0.4; D = 1; E = -2; F = 0; G = -1; H = -4
CCCc1cc(=O)oc2cc(OCc3cccc(OC)c3)c(Cl)cc12
  A = -92; B = -3; C = 0.1; D = 1.2; E = 3; F = 0; G = -1; H = -24
CC(=O)N1CCc2cc(Br)cc(S(=O)(=O)NCCN3CCCCC3C)c21 (configuration not stated)
  A = 15; B = -13; C = 0.7; D = 1; E = -6; F = -38; G = -5; H = -11
CCCCC1(O)CC(C(F)(F)F)=NN1C(=O)COc1ccccc1 (configuration not stated)
  A = 3; B = -20; C = 7.0; D = 1.1; E = -3; F = 1; G = 0; H = -14
Fc1ccccc1CNc1ccc(Cl)cc1
  A = 4; B = -1; C = 3.0; D = 1; E = 34; F = 3; G = -48; H = -6

By substructure, the compounds so far with an aryl thioether with sulfur outside any ring.
Key to letters: A = SENP8 block; B = SENP6 block; C = MPTP block; D = hIAP act; E = ATG4B inhibitor; F = SENP1 inh; G = NR3A LBD binder; H = PfG6PD inh
CS(=O)(=O)NCc1nnc(SCC(=O)NC2CCCCC2)n1-c1ccc(F)cc1
  A = 14; B = -14; C = 3.5; D = 1.2; E = 4; F = 2; G = 6; H = -10
Cc1ccc(C)c(NC(=O)CSc2nc3[nH]ncc3c(=O)[nH]2)c1
  A = 0; B = 8; C = -0.8; D = 0.89; E = -2; F = -1; G = 1; H = -3
Cc1ccccc1Sc1ncccc1[N+](=O)[O-]
  A = 32; B = -14; C = -0.5; D = 0.96; E = -2; F = -1; G = 0; H = -20
Cc1ccc2nc(SCC(=O)Nc3cccc4ccccc34)nc(=O)n2c1
  A = -3; B = -18; C = -0.2; D = 0.86; E = -5; F = 2; G = 2; H = -4
Cc1ccc(C)c2nc(SCC(=O)Nc3ccc4c(c3)OCO4)c(C#N)cc12
  A = 23; B = -17; C = 1.2; D = 1; E = -6; F = 2; G = 1; H = 12
CCc1ccccc1NC(=O)CSc1ncn[nH]1
  A = 3; B = -30; C = -0.1; D = 0.98; E = -6; F = 0; G = 0; H = -7
CSc1ccc(CNCC2CCCO2)cc1 (configuration not stated)
  A = 18; B = -8; C = 0.2; D = 0.98; E = 9; F = -1; G = -1; H = -7

Source: PubChem
